MT stabilize HCS = stabilizes microtubules in HeLa cells; HeLa tubulin immunostaining HCS, 24 h; share of cells brighter than vehicle mean+2SD; hit rate 0.83% among 200,000; % tubulin-high responders, % at 10 µM; AID 2205;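 active = plate Z-score above 3 for both tubulin-high and condensed-nucleus cell shares, with cell loss under 80%, at 10 µM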;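 note: anti alpha tubulin signal scored within the nucleus-defined area of each cell; some results filed as inactive read as strong as hits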
b-catenin transl = alters nuclear translocation of beta-catenin in HeLa cells; nuclear translocation activity, % at 5 µM; immunofluorescence imaging; hit rate 0.3% among 190,000; AID 1665;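 active = nuclear translocation activity above 50% at 5 µM, with a well cell count of 50 or more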;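 note: per-cell ratio of nuclear to cytoplasmic median beta-catenin stain intensity; plate controls were DMSO negative control for no effect and GSK-3 inhibitor IX positive control for full effect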
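test system = HeLa cells, endogenous beta-catenin | dosing = single 5 µM dose plus 0.02–20 µM confirmation series | times = compound treatment 24 h, 37°C, 5% CO2 | technique = beta-catenin immunofluorescence imaging with DAPI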
Lipid droplet = modulators of hepatic lipid droplet formation | AML12 mouse hepatocytes, oleate lipid droplets, BODIPY imaging | inhibition, % at 6.5 µM | hit rate 0.4% among 240,000;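 active = lipid droplet intensity inhibited by at least 50%, with more than 500 cells counted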
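material = mouse AML12 hepatocyte cell line, fixed after treatment | also added = 100 µM oleic acid challenge | doses = compound at 6.5 µM only | schedule = overnight exposure | technique = Image-based BODIPY and DAPI two-channel analysis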
Myeloid diff 2 = myeloid differentiation induction; hit rate 1% among 360,000; AID 624256; calls only at 10 µM; ER-HoxA9 myeloid progenitors, lysozyme-GFP differentiation, flow cytometry;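 active = normalized GFP-positive differentiation at or above the plate's own cutoff, the solvent-only control mean plus 3 SD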;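 note: cells exposed to compound for four days before flow analysis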
Ins promoter up = MIN6 insulin promoter up-regulation; MIN6 insulin promoter-GFP reporter, high-content imaging; active compounds read high; z-score at 5 µM; hit rate 0.3% among 190,000;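 active = z-score above 3 at 5 µM with at least 500 cells counted in the well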
PMI inhibitors = MPI enzyme activity inhibition – biochemical, fluorescence intensity, coupled assay, primary screen (AID 1209) | purified PMI enzyme, coupled fluorescence intensity; higher % means a stronger effect | one-dose inhibition, % at 20 µM; IC50 in µM for titrated hits | hit rate 0.42% among 190,000; in the data active = inhibition above about 50%;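 note: plate controls were DMSO vehicle for no effect and wells lacking substrate for full effect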
TNAP activators = human TNAP enzyme activators, primary screen, biochemical, luminescent, no phosphate acceptor, uHTS (AID 1001); purified TNAP, luminescent activation assay, no phosphate acceptor; higher activation fold means a stronger effect; activation fold at 20 µM, or EC50 in µM where a hit was titrated; hit rate 0.03% among 200,000; in the data active = activation fold from about 3, or a potency from the dose series; inactive = the rest, 99 in 100 with activation fold below about 1.6; note: many of its hits are not listed in these tables
T cell modulator = T cell immune modulation candidate; calls only at 7 µM; 2C CD8+ T cell-vesicle binding, flow cytometry; active compounds read low; hit rate 0.068% among 330,000; AID 2052;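 active = response, share of CD8 T cells binding vesicles, and their 90th percentile fluorescence all below set limits, cut at about 80% in these data, passing the limit was not always enough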
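incubation = binding step 1.5 h, 37 °C, antibody labelling 20 min, ice | test system = 2C mouse CD8+ T cells | read-out basis = percent CD8+ FL2 mean versus row control | controls = Peptide-free naked vesicles (low) and QL9 vesicles with 0.7% DMSO vehicle (high) | detection = flow cytometry of vesicle-bound cells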
Dynein transport = dynein cargo transport inhibition; z-score, hits read low; 3617.4 mouse cells, GR-EGFP nuclear translocation imaging; test concentration mostly 20 µM; stimulated with dexamethasone, 1 µM; active compounds read low; hit rate 0.47% among 220,000;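 active = plate z-score of nuclear minus cytoplasmic receptor signal below a set negative limit, without overly bright fluorescence or cell loss, cut at about -3.5 in these data, passing the limit was not always enough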;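 note: z-score of nuclear minus cytoplasmic ring GR-EGFP intensity difference per well; some compounds called inactive have numbers as strong as hits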
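Also added – dexamethasone, 1.0 µM final · Buffer or medium – tet-free, stripped-serum medium · Schedule – induction 48 h, compound 1 h, agonist 30 min · Detection – formaldehyde fixation, Hoechst nuclear stain, 10x automated fluorescence imaging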
Dynein transport cytoplasmic EGFP = further read-out of Dynein transport, marked with its call; z-score; measured here: cytoplasmic GR-EGFP intensity; active compounds read high
Dynein transport nuclear GR-EGFP = also measured in Dynein transport; calls as there; z-score; measured here: nuclear GR-EGFP intensity;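 lower value marks the stronger effect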
Dynein transport cell count = further read-out of Dynein transport, marked with its call; z-score; measured here: cell count per field
Ins promoter up cell count = second read-out of Ins promoter up, no call of its own (marks repeat the call); cell count; measured here: cytotoxicity, nuclei count;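 total cells summed across four imaged fields per well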
Lipid droplet cells 6.5 µM = further read-out of Lipid droplet, marked with its call; cell count; measured here: cell count, cytotoxicity flag;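 cells counted across two imaged fields per well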
b-catenin transl cell count 5 µM = also measured in b-catenin transl; calls as there; cell count; measured here: cell count, cytotoxicity flag
T cell modulator vesicle-bound % = second read-out of T cell modulator, no call of its own (marks repeat the call); double positive events, %; measured here: CD8+ vesicle-bound cell fraction;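 binding gate set so that unloaded-vesicle control wells show 10% double positive cells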
MT stabilize HCS Hoechst-high % = second read-out of MT stabilize HCS, no call of its own (marks repeat the call); % Hoechst-high responders; measured here: nuclear condensation Hoechst responders;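 share of cells brighter than vehicle mean plus two SD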
MT stabilize HCS cytotoxicity % = also measured in MT stabilize HCS; calls as there; toxicity, %; measured here: cytotoxicity by cell density;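 0% = mean cell density of plate MIN control wells and 100% = no cells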
Myeloid diff 2 GFP+ MAC1+ % = further read-out of Myeloid diff 2, marked with its call; GFP+ MAC1+ double positive, %; measured here: differentiation confirmed by MAC1 staining
Numbers without * were called inactive; i = inactive; · = not tested or not shown; & = joins results of further samples.

SMILES	MT stabilize HCS	MT stabilize HCS Hoechst-high %	MT stabilize HCS cytotoxicity %	b-catenin transl	b-catenin transl cell count 5 µM	Lipid droplet	Lipid droplet cells 6.5 µM	Myeloid diff 2	Myeloid diff 2 GFP+ MAC1+ %	Ins promoter up	Ins promoter up cell count	PMI inhibitors	TNAP activators	T cell modulator	T cell modulator vesicle-bound %	Dynein transport	Dynein transport cytoplasmic EGFP	Dynein transport nuclear GR-EGFP	Dynein transport cell count
Cc1ccc(C(c2c(C)nn(-c3ccccc3)c2N)c2c(C)nn(-c3ccccc3)c2N)cc1	2.3	2.5	9.2	·	·	3.7	647	i	1.1	0.26	1253	17.5%	1.1	i	31.3	-0.409	-0.29	-0.543	-0.224
O=C(O)C(=O)/C(=C\c1ccccc1)c1ccc2ccccc2n1	3.4	2.2	7.1	·	·	20.9	812	i	0.9	0.09	802	10.6%	1.1	i	46.4	-0.209	2.78	0.417	-0.0991
Cc1cccc(OCCSCc2nc3ccccc3[nH]2)c1	2.5	1.2	8.3	0.7	1397	·	·	i	0.8	-0.15	1477	-3.8%	1.3	i	13.6	-0.391	0.0659	0.255	1.44
COc1ccc(Cl)cc1NC(=O)CCCN1C(=O)CCC1=O	3.8	3.0	7.2	·	·	·	·	i	6.6	0.01	1020	-1.7%	1.1	i	43.6	1.71	-0.243	0.852	-0.795
CCOC(=O)c1ccc(NC(=S)N(CCCN2CCCC2)Cc2cccs2)cc1	4.7	3.2	4.1	-2.1	1120	25.2	706	i	0.3	-0.25	1318	-5.3%	1.1	i	12.3	-0.517	-0.335	0.09	0.0995
Cc1ccccc1Cn1nc(C)c(NC(=O)/C=C/c2cnn(C)c2C)c1C	1.6	3.5	5.0	0.5	526	-0.4	616	i	0.2	0.09	1201	-4.4%	1.1	i	43.9	-0.95	-0.163	-0.861	1.45
CCOc1cc(/C=N/NC(=O)COc2ccc(C)cc2)ccc1OC(=O)c1cccs1	5.5	3.2	1.6	·	·	·	·	i	2.1	·	·	16.1%	0.9	i	24.8	0.291	-0.217	0.443	0.0266
CCC(Oc1ccccc1)C(=O)NC1CCSC1=O (stereo not drawn)	2.1	2.5	3.1	-1.1	1500	0.0	724	i	0.2	-0.47	1593	·	1.1	i	6.1	-0.0614	-0.239	-0.172	0.0572
CCCCNC(=S)N(C)/N=C/c1ccccc1F	2.4	2.5	8.6	-1.4	1044	-2.4	640	i	0.4	-0.96	1420	15.8%	1	i	48.1	-0.536	-0.325	-0.586	0.805
Cn1c(CN2CCCC(C(=O)c3ccc4c(c3)OCO4)C2)nc2ccccc21 (stereo not drawn)	2.4	2.1	2.1	-3.8	1007	12.0	705	i	0.1	-0.42	1442	10.6%	1.1	i	56.1	0.292	1.1	0.462	-0.619
COc1ccc(OCCC(=O)OCC(=O)NCc2ccco2)cc1	5.6	2.2	8.2	-4.7	895	·	·	i	1.0	-1.46	1271	0.7%	1	i	38.9	-0.516	-0.2	-0.0531	0.511
NNC(=S)NC1CC2CC1C1C=CCC21 (stereo not drawn)	·	·	·	-0.1	1350	-4.6	716	i	0.6	-0.78	1040	·	·	i	18.9	0.607	-0.236	0.889	-0.993
CCN(CC)S(=O)(=O)c1ccc(NS(=O)(=O)c2ccc(OC)c([N+](=O)[O-])c2)cc1	5.5	3.6	8.9	0.1	508	3.2	578	i	0.8	0.03	1324	-6.6%	1.1	i	38.9	1.52	-0.144	1.05	-1.72
CCOc1cccc(NC(=O)c2ccc(S(=O)(=O)N(C)C)cc2)c1	1.8	2.1	3.5	-1.8	1077	0.3	743	i	2.2	-0.45	1785	3.2%	1	i	45.4	-0.239	-0.118	0.115	-0.164
O=C1CC(c2ccccc2)Sc2ccccc2N1 (stereo not drawn)	3.6	4.3	5.8	-5.1	1053	·	·	i	0.7	-0.52	1317	4.3%	1.2	i	35.3	0.182	-0.274	0.115	0.0326
OCCC1CN(Cc2cccn2-c2ncccn2)CCN1C1CCCC1 (stereo not drawn)	4.4	2.2	5.2	2.8	962	0.7	741	i	0.2	-0.14	1388	1.7%	1.1	i	47.0	-0.812	-0.321	-0.594	0.983
COc1ccc(C2C(C(=O)Nc3ccccc3OC)=C(C)Nc3nnnn32)c(OC)c1 (stereo not drawn)	2.0	2.5	10.6	-2.8	1001	·	·	i	1.7	0.06	1588	10.4%	1.1	i	45.8	0.18	-0.216	0.271	-0.354
CN(C)c1ccc(/C=C(\C#N)C(=O)c2ccccc2)cc1	·	·	·	-1.8	1111	32.2	660	i	0.4	-0.17	1434	·	·	i	39.2	-0.0204	0.272	0.24	-0.625
O=C(CNC1CCCCCC1)Nc1ccccc1N1CCOCC1	1.8	2.4	12.8	-0.8	1526	16.5	752	i	0.2	0.4	1547	3.2%	1.1	i	50.7	-0.958	-0.222	-0.406	0.0175
O=C(O)c1cc(/C=N\O)ccc1OCc1ccccc1	2.2	1.7	2.8	-0.2	995	-2.3	627	i	0.8	·	·	1.5%	1.1	i	41.6	-0.631	-0.249	-0.415	-0.39
COc1ccc(C2OC3=C(Nc4cc(C)c(C)cc4N3)C2=O)cc1 (stereo not drawn)	·	·	·	-3.3	1201	2.6	420	i	0.2	-0.01	1365	·	·	i	29.7	-0.261	-0.225	-0.366	0.362
COc1ccc(/C=C/C(=O)NCC(=O)N/N=C/c2ccc(OC)cc2)cc1	1.0	0.9	2.3	1.6	1078	-6.1	653	i	0.1	-0.01	1161	-8.8%	1.1	i	56.1	0.67	0.161	0.0165	-0.761
Clc1ccc(Cn2ncc3c(N4CCCCC4)ncnc32)cc1	3.7	2.4	4.1	1.0	1033	-22.3	785	i	1.1	0.62	1210	3.7%	1	i	45.0	-0.195	-0.281	-0.091	0.678
COc1ccc(OC)c(C2C(C(C)=O)=C(O)C(=O)N2c2ccc(O)cc2)c1 (stereo not drawn)	1.9	2.0	8.0	-0.5	1146	·	·	i	0.8	1.17	1093	-18.6%	1.1	i	24.0	-0.22	-0.201	-0.253	0.863
CCOC(=O)NC(=O)CSc1nnnn1-c1ccc(Cl)cc1	3.0	1.8	3.7	-0.9	486	-16.1	768	i	2.2	·	·	-10.1%	1	i	10.2	0.751	-0.245	0.236	-0.575
CC(C)Nc1nc(NC(N)=S)nc(NC(C)C)n1	2.8	2.4	5.5	-7.1	578	1.2	724	i	0.1	-0.74	1371	3.5%	1	i	6.3	-0.615	-0.225	-0.499	1.71
CCc1oc(C(=O)O)cc1CN(CC)CC	1.1	1.4	10.1	-0.5	985	18.6	666	i	1.0	-0.18	1730	13.6%	1.1	i	15.2	-0.111	-0.0703	0.154	0.225
CC(C)c1ccc(-c2nc(N3CCCCCC3)nc3n[nH]c(N)c23)cc1	1.4	1.6	9.7	-1.5	1233	-5.5	738	i	1.1	·	·	1.4%	1	i	26.6	-0.275	-0.245	-0.107	0.416
COc1ccc(-c2nc3cnccn3c2Nc2ccc(C)cc2)cc1	4.7	1.3	6.1	-1.6	1166	10.0	652	i	2.1	-0.85	1631	11.8%	1.2	i	17.0	-1.6	-0.178	-0.788	0.338
Cc1ccccc1Cn1c(=O)n(CCC(=O)NCc2ccc3c(c2)OCO3)c(=O)c2ccccc21	1.3	1.4	19.6	·	·	-7.2	786	i	1.3	-0.44	893	4.2%	1.1	i	60.9	0.557	-0.378	0.115	0.125
O=C(Nc1cccc(Cl)c1)/C(=C\c1cccnc1)NC(=O)c1ccco1	4.5	1.5	10.1	-1.1	1051	1.2	680	i	0.0	0.02	1540	1.2%	1.2	i	60.9	0.00087	-0.267	0.179	0.31
CCCn1c(SCC(=O)NNC(=O)c2ccccc2)nnc1-c1cccnc1	·	·	·	-1.8	1362	4.5	605	i	0.8	2.2	737	·	·	i	11.8	-0.201	-0.817	-0.319	0.649
C=C(C)c1cccc(C(C)(C)NC(=O)Nc2ncccn2)c1	1.7	1.4	23.1	·	·	0.3	659	i	2.6	-0.99	1143	17.1%	1.1	i	10.3	-0.678	-0.193	-0.0777	-0.329
COc1ccc(-c2cc(C(=O)Nc3cc(OC)cc(C(=O)Nc4cccc(C(F)(F)F)c4)c3)[nH]n2)cc1	·	·	·	-1.5	1391	48.4	706	i	1.0&1.4	-2	671	·	·	i	23.4	2.12	-0.743	0.962	-0.864
Cc1ccc(S(=O)(=O)NCc2ccc(/C=C(/C#N)C(=O)NCc3ccccc3)o2)cc1	1.7	1.3	3.5	0.0	1063	-11.4	659	i	0.6	1.41	1314	58.4%*	0.9	i	51.2	0.121	-0.254	0.174	0.422
Cc1cccc(N2C(=O)C3C4CC(=O)C(c5ccccc54)C3C2=O)c1C (stereo not drawn)	4.2	1.9	12.0	-0.5	1430	-5.0	546	i	0.8	0.79	1406	-11.7%	0.9	i	57.4	0.0731	-0.246	0.047	0.19

Screens from PubChem BioAssay.
